From PubChem
Phagocytosis inh: inhibitors of macrophage phagocytosis; J774A.1 macrophage IgG-bead phagocytosis, imaging; inhibition, % at 5 µM; hit rate 0.07% among 110,000;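 active = inhibition above the mean of the plate negative controls plus 5 SD, cut at about 13% in these data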;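 also: phagocytic index as fraction of beads internalized from green versus red external bead signal; plate controls were DMSO negative control for no effect and cytochalasin-D positive control for full effect; some results beyond the cut were filed as inactive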
NPY Y2 blocker: blocks the human neuropeptide Y Y2 receptor. P49146. NPY-Y2 expressing cells, antagonist mode. inhibition, % at 2.7 µM. hit rate 0.99% among 140,000; in the data active = inhibition above about 17%;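 also: 0% = vehicle with agonist challenge and 100% = reference antagonist with challenge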
Target sequence (P49146 whole entry, looked up): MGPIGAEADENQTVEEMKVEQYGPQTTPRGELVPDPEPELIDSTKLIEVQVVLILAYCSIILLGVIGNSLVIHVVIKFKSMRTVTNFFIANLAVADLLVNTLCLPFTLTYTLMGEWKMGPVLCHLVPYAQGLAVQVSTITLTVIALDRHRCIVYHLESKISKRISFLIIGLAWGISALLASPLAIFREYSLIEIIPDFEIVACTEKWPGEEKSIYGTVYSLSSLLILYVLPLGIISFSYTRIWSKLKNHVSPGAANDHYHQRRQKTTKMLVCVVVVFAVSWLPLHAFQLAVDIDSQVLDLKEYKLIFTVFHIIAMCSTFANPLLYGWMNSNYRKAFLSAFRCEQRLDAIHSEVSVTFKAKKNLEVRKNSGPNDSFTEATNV
E-sel TNF inh: TNF alpha driven E-selectin expression inhibition. HUVEC TNFa-induced E-selectin immunofluorescence, high content. inhibition, % at 2 µM. hit rate 0.71% among 120,000. AID 1246;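 active = inhibition above the batch mean plus 3 SD, and confirmed as a hit on visual image review, cut at about 43% in these data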;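 also: 0% = TNF-stimulated DMSO wells and 100% = unstimulated control wells; not every result past the cut was called active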
Yeast life ext: extends the lifespan of yeast | S. cerevisiae growth with nicotinamide, OD615; deaD strain in restrictive glucose medium | inhibition of the nicotinamide effect, % at 10 µM | hit rate 0.68% among 130,000 | AID 775;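 active = inhibition above a set limit, placed 3 SD over the median of all compounds, cut at about 26% in these data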;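 also: 0% = nicotinamide-treated wells and 100% = cells grown without nicotinamide; some compounds called inactive have numbers as strong as hits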
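Assay system: engineered S. cerevisiae DeaD replicative-lifespan strain, galactose-grown log-phase cells; medium: restrictive CSMM-D dextrose medium; also added: nicotinamide, 1.5 mM, co-present with compound; schedule: 48 h compound exposure at 30 °C, humidified; detection: absorbance at 615 nm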
MRP1 act: activators of MRP-1 | H69AR cells + doxorubicin, viability rescue, CellTiter-Glo | viability increase, % at 10 µM | hit rate 0.61% among 140,000;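 active = viability gain under doxorubicin at or above a set limit, the compound median plus 3 SD, cut at about 4.7% in these data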;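 also: MRP-1 overexpressing cells given doxorubicin 25 µM after compound pretreatment; 18-22 h compound pretreatment then 72 h with doxorubicin before readout; 0% = doxorubicin-only wells and 100% = vehicle-treated cells without doxorubicin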
bCat KO growth: beta-catenin-lacking colon tumor cell growth suppression; AID 818; viability, % at 10 µM; HCT116 beta-catenin knockout viability, CellTiter-Glo, 60 h; active compounds read low; hit rate 1.5% among 140,000;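 active = viability at or under a set limit, the compound median less 4 SD, cut at about 6% in these data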;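 also: 0% = Hyamine 1622 control at 20 µM and 100% = untreated cell control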
Measles CPE: protection of cells from measles virus | Measles virus-infected cells, CPE protection, absorbance | protection (pct of control), % at 4 µM | hit rate 1.5% among 140,000; in the data active = protection mostly above about 24%, no sharp cut-off; inactive = mostly below about 26%; also: some compounds called inactive have numbers as strong as hits
Yeast growth inh: reduces growth of yeast BB579 in restrictive medium. S. cerevisiae BB579 growth, OD615, 48 h. inhibition, % at 10 µM. hit rate 0.51% among 140,000. AID 804;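 active = inhibition above a set limit, 3 SD over the mean compound inhibition, cut at about 44% in these data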; also: inactives centre near -24
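System: Saccharomyces cerevisiae DeaD strain BB579, replicative lifespan model yeast. Buffer or medium: restrictive glucose-based CSMM-D medium. Doses: one dose, 10 µM compound with 0.25% DMSO. Timing: 4 h preincubation and 48 h exposure at 30 °C. Detection: turbidity as optical density at 615 nm. Benchmarks: amphotericin B 10 µg/mL, positive.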
HCT116 PTEN-null: growth suppressors of cells with PTEN tumor suppressor deletion | HCT116 PTEN-null viability, CellTiter-Glo, 60 h; active compounds read low | viability, % at 10 µM | hit rate 1.2% among 140,000 | AID 827;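 active = viability at or below a set limit, 4 SD under the median of all tested compounds, cut at about 3.7% in these data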;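 also: PTEN knockout HCT116 line with beta catenin targeted HCT116 as companion control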
GALR2 antag: blocks the human galanin receptor 2; O43603; GALR2-expressing cells, antagonist mode; inhibition, % at 4 µM; hit rate 0.39% among 140,000; in the data active = inhibition above about 27%;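 also: cells stimulated with galanin 1-16 at roughly its EC80; 0% = agonist challenge control and 100% = basal control without agonist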
Target sequence (O43603 whole entry, looked up): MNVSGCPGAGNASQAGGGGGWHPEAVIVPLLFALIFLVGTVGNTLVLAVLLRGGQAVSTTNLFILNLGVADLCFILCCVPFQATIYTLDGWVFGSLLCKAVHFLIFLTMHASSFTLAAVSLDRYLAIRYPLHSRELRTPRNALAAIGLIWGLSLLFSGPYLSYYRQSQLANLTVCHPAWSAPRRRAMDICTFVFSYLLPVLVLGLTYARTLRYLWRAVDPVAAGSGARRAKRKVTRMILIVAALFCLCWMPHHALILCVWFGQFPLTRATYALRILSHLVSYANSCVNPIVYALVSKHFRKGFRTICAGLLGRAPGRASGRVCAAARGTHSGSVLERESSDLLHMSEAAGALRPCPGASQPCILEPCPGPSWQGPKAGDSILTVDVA
* = called active by the depositor; x = not tested or not shown; & = joins results of further samples.

no.	mol	Phagocytosis inh	NPY Y2 blocker	E-sel TNF inh	Yeast life ext	MRP1 act	bCat KO growth	Measles CPE	Yeast growth inh	HCT116 PTEN-null	GALR2 antag
1	CC1CCN(c2oc(-c3ccccc3F)nc2C#N)CC1	-1	7	x	-9	1.7	91	5	-30	87	-1
2	Cn1c(NC(=O)CC(C)(C)C)cc(=O)n(C)c1=O	0	0	-18	19	-1.2	85	21	-12	100	12
3	CSc1cnn(Cc2ccccc2)c(=O)c1SCc1ccccc1	x	9	x	2	-1.1	83	6	-24	76	8
4	CC1CN(S(=O)(=O)c2ccc(NC(=O)c3cc(-c4ccccc4O)n[nH]3)cc2)CC(C)O1 (centres undefined)	0	-3	-8	6	-6.0	17	3	-27	8	-2
5	Cn1c2c(c(=O)n(C)c1=O)[C@@]1(C(=O)Nc3ccccc31)C(C#N)=C(N)O2	-3	0	x	21	-0.7	79	5	24	78	7
6	Cc1cccc(C(=O)c2c(N)sc3c2CCCC3)c1	1	-1	x	19	-3.2	92	10	-25	97	6
7	COc1ccc(/C=N/NC(=O)CCc2ccccc2)cc1O	x	1	19	-21	-3.8	98	17	-42	96	-3
8	Nc1ccc(O)c2c1C(=O)c1ccccc1C2=O	x	-6	x	-5	-2.7	66	20	69*	72	-5
9	Cc1ccc(-c2ccc(=O)[nH]n2)cc1	x	1	-16	-5	-2.1	88	3	-31	102	3
10	CC1(C)CC(=O)C(C=NCC(N)=O)=C(O)C1	-1	1	x	6	0.5	82	3	-21	90	-7
11	O=C(Nc1ccc(Cl)cn1)c1ccc2ccccc2n1	x	2	16	-24	-5.4	51	5	-34	47	20
12	CCc1cc(=O)oc2cc(OC(C)=O)cc(OC(C)=O)c12	-2	4	-1	-7	-1.3	110	5	1	106	6
13	O=C1CC(N2CCN(c3ccccc3)CC2)C(=O)N1c1ccc2c(c1)OCCO2 (centres undefined)	0	1	-37	-11	-0.5	96	5	-3	107	-2
14	O=C(CN1c2cccc3cccc(c23)S1(=O)=O)NCc1ccc2c(c1)OCO2	0	5	29	-11	-2.5	86	12	-45	87	3
15	Cc1ccc(C)c(NC(=O)/C(C#N)=C/c2ccc(Sc3nncn3C)c([N+](=O)[O-])c2)c1	x	1	x	2	-4.5	76	25	-33	75	2
16	Cc1ccc2c(c1)N(C(C)C(=O)NCCc1ccccc1)C(=O)CO2 (centres undefined)	-1	2	x	0	-0.1	110	10	-49	115	-3
17	Cc1cc(C)nc(N2CCCC(C(=O)NCc3cccs3)C2)n1 (centres undefined)	0	2	-5	-18	-3.5	112	7	-8	105	3
18	O=C(COc1ccc(Cl)cc1)N1CCN(S(=O)(=O)c2ccccc2)CC1	-1	1	x	-10	5.1*	90	29	-26	73	-4
19	CNc1cnn(-c2ccc(C)cc2)c(=O)c1Cl	x	-1	7	-13	-1.1	90	6	0	92	8
20	CC(CNC(=O)C(=O)NC(C)CCc1ccccc1)Cc1ccccc1 (centres undefined)	x	2	4	8	-3.8	58	11	-4	36	-2
21	O=C(c1ccccc1Cl)N1CCc2ccccc2C1	x	4	5	0	-1.5	95	4	-15	87	0
22	CCOC(=O)c1oc2nc(C)c3c(c2c1N)CC(C)(C)OC3	0	3	x	-2	-0.5	108	13	-54	115	-3
23	Cc1ccc(NC(=O)Cn2nc(C)c3ccccc3c2=O)cc1F	0	3	-11	-2	2.6	104	10	-5	106	18
24	COc1ccc(-c2c(C)oc3c(CN4CCCCC4C)c(O)ccc3c2=O)cc1OC (centres undefined)	-1	1	3	-7	-4.7	94	10	8	97	6
25	CC(C)(C)NC(=O)CN1CCC(O)(c2ccccc2)CC1	0	-1	-2	-4	0.1	100	12	-23	98	-12
26	CCN(CCCNC(=O)COc1cc(=O)n(CC)c2ccccc12)c1ccccc1	x	3	-8	-7	-5.2	52	12	-33	59	1
27	CCc1nnc(NC(=O)CSc2nnc(C)n2-c2ccc(C)cc2)s1	2	3	8	-4	1.2	95	2	-2	98	-2
28	COc1ccc(N(CC(=O)Nc2cccc(C)c2C)S(=O)(=O)c2c(C)n[nH]c2C)cc1	x	-3	x	-12	-1.6	96	10	-14	91	-7
29	COc1ccc2nc(/N=C/c3c(C)[nH]n(-c4ccc(C)cc4C)c3=O)sc2c1	-3	2	x	-3	-2.2	78	10	-50	101	-3
30	COC(=O)c1ccc(OC)cc1OCC(=O)N1CCN(c2ccc(F)cc2)CC1	x	6	-29	-8	-3.0	88	23	-12	78	4
31	CCOC(=O)c1ccc(CNC(=O)CSc2nnnn2-c2ccc(Cl)cc2)o1	0	8	-3	-14	-3.2	95	43*	-29	95	3
32	O=C(Nc1ccc2c(c1)OCO2)c1cccs1	2	0	0	-29	-2.7	77	12	-9	78	-4
33	CCOC(=O)N1CCC(NC(=O)c2ccc3c(c2)N(C)CCS3)CC1	x	0	-33	-5	-2.1	97	9	-18	91	-7
34	Oc1oc(-c2ccccc2)nc1/C=N/c1nccs1	-4	0	x	-1	-0.6	91	32	-1	90	-2
35	O=C(c1ccc(CS(=O)(=O)c2ccc(Br)cc2)o1)N1CCCCCC1	0	4	x	0	-0.3	83	16	-13	91	-5
36	Cc1[nH]nc(-c2ccc(OCc3cnn(-c4ccccc4)c3)c(C)c2O)c1Oc1ccccc1	0	2	-33	-13	-6.4	43	2	-3	37	-7
37	COc1ccc(OC)c(NC(=S)N2CCN(c3ccccn3)CC2)c1	2	3	-42	-19	-0.6	109	27	-22	91	11
38	Cc1cc(NC(=O)CCSc2nc(-c3ccco3)cc(C(F)(F)F)n2)n(-c2ccccc2)n1	x	8	-13	x	-3.8	97	28	-27	89	-12
39	COc1ccccc1S(=O)(=O)n1cc(Cc2ccccc2)c(N)n1	x	2	-8	-4	-0.5	97	6	-27	94	-3
40	Cn1c(N)c(C(=O)COC(=O)C2(c3ccccc3F)CCCC2)c(=O)n(C)c1=O	-2	-5	x	-3	-0.5	93	6	-35	82	-10
41	O=C(Nc1ncc(Cc2cccc(Cl)c2Cl)s1)c1ccc([N+](=O)[O-])cc1	x	2	12	-14	-3.5	36	5	-63	33	-15
42	CCCCOc1ccc(-c2c(C#N)c(N)nc(SCC(N)=O)c2C#N)cc1	-1	-6	9	-30	-6.4	26	7	-16	9	-1
43	CCN1CCN(c2ccc(NC(=O)c3ccc4c(c3)[nH]c(=O)n4Cc3ccc(F)cc3)cc2)CC1	6	0	x	-2	-5.5	3.4*	30	-12	1.8*	-4
44	O=C(NCCO)c1cc2c(s1)CCC2	x	0	-27	-2	-0.4	87	3	-36	94	10
45	COc1cc(C(=O)Nc2ccc(Br)cc2C(=O)c2cc(OC)c(OC)c(OC)c2)cc(OC)c1OC	-1	0	19	-1	-2.6	32	1	9	36	2
46	CCc1ccc(NC(=O)CSc2nc3ccccc3c(=O)n2CCN2CCOCC2)cc1	0	-2	-20	-12	-4.0	67	5	-3	59	3
47	CC(=O)Oc1ccc(C)cc1-n1nc2ccccc2n1	x	3	13	-33	-3.6	88	15	-40	89	11
48	Nc1ccccc1Nc1ccncc1[N+](=O)[O-]	-1	2	-12	-1	-4.1	93	3	2	96	7
49	CCn1c(COc2ccc3c(c2)CCCC3)nnc1SCC(=O)Nc1ccc(C(=O)OC)cc1	-12	-3	5	5	-1.4	97	9	-9	90	-5
50	CCOc1cc(/C=N/n2cnnc2)ccc1OCC(=O)Nc1ccccc1OC	-2	-1	5	-3	-0.7	92	4	-23	98	0
51	O=C(NC1CCCCC1)NC1CC2CCC(C1)N2C(=O)NC1CCCCC1 (centres undefined)	0	5	11	-11	-1.1	99	25*	-3	107	-2
52	CC1CCCN(CCCCOc2cccc(Br)c2)C1 (centres undefined)	-1	12	-8	-4	-3.6	71	4	-8	86	-4
53	COc1ccc(CCC(=O)N2CCCSC2=Nc2ccc(C(C)=O)cc2)cc1	-7	2	x	-2	-1.6	92	7	-13	85	1
54	Cc1cccc(NS(=O)(=O)c2cc(OCC(N)=O)c(C)cc2Cl)c1	x	-1	-2	x	-2.8	94	16	-8	97	9
55	Cc1ccc(NC(=O)N(Cc2cc3cc(C)cc(C)c3[nH]c2=O)CC2COCCO2)cc1 (centres undefined)	0	1	x	-8	-1.0	79	21	-13	66	-6
56	O=C(OCc1ccc(F)cc1)c1ccc2c(c1)-c1ccccc1C2=O	0	1	18	-15	4.1	104	12	-61	98	-7

The results go on:
no.	mol	Phagocytosis inh	NPY Y2 blocker	E-sel TNF inh	Yeast life ext	MRP1 act	bCat KO growth	Measles CPE	Yeast growth inh	HCT116 PTEN-null	GALR2 antag
57	CC12CCC(C(=O)N(c3cccc(Cl)c3)C1=O)C2(C)C (centres undefined)	-8	5	-10	3	-1.9	94	20	2	97	-4
58	CC(C)(C)OC(=O)Cn1c(=O)cnc2ccccc21	-1	4	-9	-14	-0.8	84	12	-52	101	12
59	CCc1ccc(N2C(=O)c3sc4nnc(C)c(=O)n4c3C2=O)cc1	1	-1	-12	-10	-0.3	93	13	-8	88	0
60	CCOc1ccc(NC(=O)Nc2cc(-c3ccccc3)sc2C(=O)OC)cc1	x	-1	x	-5	6.1*	79	2	-3	72	1
61	CCN(c1ccccc1)S(=O)(=O)c1ccc(Cl)c(NC(=O)CSc2nncn2C)c1	-8	0	-1	3	-1.9	89	25	-24	104	-11
62	O=C(Nc1cc(C(F)(F)F)ccc1N1CCOCC1)c1cccnc1	0	1	-19	-24	-3.3	90	2	-46	90	-4
63	Cc1cccc(C)c1NC(=O)CSCC(=O)O	0	1	-14	x	-0.7	91	11	-33	100	10
64	CCCCOC(=O)C1CCCC(C)N1 (centres undefined)	0	1	-24	-7	0.5	91	8	-47	98	5
65	COc1ccccc1Nc1nc2c(C)cccc2cc1C#N	x	4	-9	2	1.1	78	9	-60	93	-6
66	COc1ccc(C2=NOC(C(=O)NCCN3CCOCC3)C2)cc1 (centres undefined)	2	1	x	-21	-2.3	88	4	-45	90	-4
67	CCN(Cc1ccncc1)C(=O)C1CCN(S(=O)(=O)c2cccs2)CC1	0	1	24	-5	-0.6	84	17	-29	98&93	-8
68	Cc1ccc(C(C(=O)NC2CCCCC2)N(C(=O)Cc2c[nH]c3ccccc23)c2ccccc2C)o1 (centres undefined)	-12	1	x	-4	-3.0	43	14	-16	41	3
69	CC(C)Nc1nc(NC(C)C)nc(OCCOC(=O)Nc2ccccc2)n1	-2	1	x	-10	-1.3	97	4	-78	84	3
70	Oc1cccc2c(NC(=S)Nc3ccc(OC(F)F)cc3)cccc12	7	1	0	-1	-2.3	67	11	7	64	-6
71	CCOc1ccc2cc(C#N)c(SCC(=O)OC)nc2c1	x	8	x	-20	-1.6	80	14	-45	88	-1
72	O=C(NCc1ccco1)c1ccc2c(c1)C(=O)c1ccccc1-2	-4	1	-13	-12	-6.5	7	12	9	12	-7
73	O=C(CCCOc1ccc(Cl)cc1Cl)N/N=C/c1ccccc1	-9	4	x	-3	-3.1	86	8	-40	87	-12
74	O=C(Nc1ccc(C(F)(F)F)cc1)c1ccc2nc[nH]c2c1	x	-1	-11	-3	-1.8	67	7	-19	62	12
75	O=C1c2ccccc2C(O)N1CCN1CCOCC1 (centres undefined)	x	-1	x	-2	-1.6	98	7	-33	96	3
